UDG counterscr: counter-screen for AID inhibitors: uracil-DNA glycosylase inhibition; hit rate 0.14% among 91,000; FRET deamination/UDG coupled assay, UDG read, 4 h; Potency, µM (highest dose often 115 µM), for the others: at the highest dose activity change, negative = inhibition, most hits filed as inhibitors; also: nearly all actives have a fitted effect of over 65% in size
AID inh: activation induced cytidine deaminase inhibition. Q9GZX7. AID deamination FRET fluorescence, UDG-coupled, 4 h. Potency, µM (titrated, usually from 115 µM), for the others: at the highest dose activity change, negative = inhibition, actives largely listed as inhibitors. hit rate 0.32% among 91,000. AID 1347428; also: nearly all actives have a fitted effect of over 25% in size
Target sequence (Q9GZX7 whole entry, looked up): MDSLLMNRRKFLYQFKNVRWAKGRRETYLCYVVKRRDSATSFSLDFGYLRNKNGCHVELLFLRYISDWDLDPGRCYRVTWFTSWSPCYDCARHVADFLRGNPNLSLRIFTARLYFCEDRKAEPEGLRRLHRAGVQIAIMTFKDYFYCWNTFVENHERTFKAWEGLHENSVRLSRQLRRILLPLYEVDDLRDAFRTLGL
Active calls of the source: *; ? = inconclusive; & = joins results of further samples; [ ] = another dose, or the depositor's remark. Calls follow the shape of the dose curve; as a rule, active = well fitted curve in the direction sought with a large enough effect; inconclusive = small, poorly fitted or top-dose-only effect, or another doubt; inactive = no such curve, though single readings can be large; an effect the other way counts as inactive or inconclusive. % is scaled to controls: 0 for no effect and ±100 for the full control effect; potency is read from the fitted curve at half-maximal effect.

SMILES | UDG counterscr | AID inh
COc1ccc(NS(=O)(=O)c2ccc3c(c2)OCCCO3)cn1 | -5.2% | -1.4%
Cc1ccc(N(C)S(=O)(=O)c2c(-c3ccccc3)csc2C(=O)NCc2cccnc2)cc1C | -4.8% | -23.7%
COc1ccc(S(=O)(=O)n2nc(-c3ccco3)nc2NCc2ccc(N(C)C)cc2)cc1 | -7.5% | -14.8%
O=c1cc(COc2ccccc2Cl)nc2scc(-c3ccccc3)n12 | -9.2% | 46.8%[activator]
O=C(Cn1c(=O)n(-c2ccccc2)c(=O)c2c3c(sc21)CCC3)c1ccc(F)cc1 | -10.2%[57.5 µM] | 19.5%
NNC(=S)Nc1ccc(Br)cc1 | -12.4% | -2.9%
COc1ccccc1OC(C)C(=O)Nc1ccc(-c2nc3ccccc3s2)cc1 (centres undefined) | 6.9% | -6.3%
COc1ccc(C(=O)C(C)OC(=O)c2ccc3ccccc3n2)cc1 (centres undefined) | -1.5% | 4.7%
Cc1nc(SCC(=O)c2ccc(F)cc2)n[nH]1 | 9.1% | 0.1%
O=C(NNC(=S)NC(=O)C(c1ccccc1)c1ccccc1)c1ccc(NC(=O)c2ccccc2)cc1 | -9.8% | ?
O=c1c2oc3ccccc3c2n(Cc2cccc(Cl)c2)c(=O)n1Cc1ccco1 | -6.7% | -17.5%
CCOc1ccc(-c2nn(CC(=O)NC3CCCC3)c3c2cnc2ccc(C)cc23)cc1 | 26.1% | 12.8%
Cc1ccc(NC(=O)CN2C(=O)c3ccccc3Sc3ccc(C(=O)N4CCOCC4)cc32)cc1C | 0.2%[57.5 µM] | 17.2%
COc1ccc(CC(=O)Nc2ccc(S(=O)(=O)N3CCCCC3)cc2)cc1OC | -6.6% | -0.5%
Cc1cc(C(=O)NC(C)(C)c2ccc3c(c2)OCO3)on1 | 0.0% | 4.8%
CC(=O)c1ccc(N2CCN(C(=O)C3CCN(S(=O)(=O)c4cn(C)cn4)CC3)CC2)cc1 | -3.1% | 0.9%
O=C(NCc1ccccn1)c1ccc(C(F)(F)F)cc1 | 2.0% | 12.7%
COC(=O)c1c(Cl)c(C)nc2c1c(C)nn2C | 2.4% | -0.6%
CCOC(=O)c1ccc(Oc2c(C(F)(F)F)oc3cc(O)ccc3c2=O)cc1 | -3.7% | -9.4%
COc1cc(C(=O)Nc2ccc3nc4n(c(=O)c3c2)CCCCC4)cc(OC)c1OC | -0.8% | -12.5%
Cc1ccc(Cn2c(CNC(=O)Cc3cccc([N+](=O)[O-])c3)nc3cccnc32)cc1 | 6.1% | 4.8%
COc1cccc2cc(-c3nnc(Nc4ccccc4C)s3)c(=O)oc12 | 4.8% | 5.4%
CCOc1ccc(NC(=O)Cn2cc(C(=O)c3ccc(OCC)cc3)c(=O)c3cc4c(cc32)OCCO4)cc1 | -11.9% | -1.5%
CC(C)(O)C#Cc1ccc(C(=O)NC(CSCc2ccccc2)C(=O)O)cc1 (centres undefined) | -4.3% | 8.5%
Cc1ccc(-n2nc(C(=O)Nc3ccc(C)c(F)c3)c3c4ccccc4n(C)c3c2=O)cc1 | -13.8% | -3.2%
COc1ccc2oc(=O)cc(CN3CCN(Cc4ccccc4)CC3)c2c1 | -3.1% | -22.9%
COc1cc(C2CC(=O)Nc3c2c(=O)n(C)c(=O)n3C)cc(OC)c1OC (centres undefined) | -4.8% | 5.0%
O=C(Nc1ccccc1C(F)(F)F)N1CCC(CN2CCc3ccccc3C2)CC1 | -1.4% | 55.2%[activator]
Cc1ccc(CNCc2ccco2)cc1 | -0.8% | 23.1%
COc1cc(C(=O)OCc2ccccc2C#N)ccc1C | 2.0% | 1.2%
COC(=O)c1ccc(CN(C)CC2CC2)cc1 | -0.2% | 1.5%
CCCOc1ccc(C(=O)NC2CCCCNC2=O)cc1OCC (centres undefined) | -8.2% | -5.5%
Cc1ccc(Sc2oc(/C=C(/C#N)c3nc4ccccc4[nH]3)cc2Br)cc1 | 10.8% | 11.0%
CCN1c2ccccc2-c2nc(SCC(=O)Nc3cc(C)c(Cl)cc3OC)ncc2S1(=O)=O | -3.5% | 163.1%[activator]
COc1ccc(-c2nnc(SCc3csc(Nc4ccccc4)n3)o2)cc1OC | -12.7% | 16.8%
CCn1c(C(=O)N2CCCC(C(=O)NCCCOC)C2)cc2sccc21 (centres undefined) | 2.0% | -13.2%
CC(C)C(NC(=O)C1CCCCC1C)C(=O)O (centres undefined) | 5.8% | 9.8%
CCc1cccc2c(C(=O)O)c[nH]c12 | 4.3% | 8.2%
Cn1c(=O)c2c(nc(Oc3ccccc3)n2Cc2c(Cl)cccc2Cl)n(C)c1=O | 1.8% | 20.1%
CCOc1ccc(C(=O)N2CCC(c3nc4ccccc4o3)CC2)cc1 | -0.2%[57.5 µM] | -13.5%

3 entries picked at random from those above:
SMILES | UDG counterscr | AID inh
CCOc1ccc(NC(=O)Cn2cc(C(=O)c3ccc(OCC)cc3)c(=O)c3cc4c(cc32)OCCO4)cc1 | -11.9% | -1.5%
O=c1cc(COc2ccccc2Cl)nc2scc(-c3ccccc3)n12 | -9.2% | 46.8%[activator]
CCn1c(C(=O)N2CCCC(C(=O)NCCCOC)C2)cc2sccc21 (centres undefined) | 2.0% | -13.2%

Going on with the list.
SMILES | UDG counterscr | AID inh
CSc1cccc(NC(=O)c2ccc(C)c(F)c2)c1 | 6.0% | -5.7%
NC(C(=O)N[C@@H]1C(=O)N2C(C(=O)O)=C(Cl)CS[C@H]12)c1ccccc1 (some centres undefined) | -1.3% | 12.2%
CC(=O)c1ccc(C(=O)O)s1 | 8.3% | 47.4%[activator]
Cc1ccc(C(=O)NC2(C(F)(F)F)C(=O)Nc3c2c(=O)[nH]c(=O)n3Cc2ccco2)cc1 (centres undefined) | -8.1% | -0.7%
O=C(CCCNC(=O)c1ccc(Cl)cc1)NCc1cccc(C(F)(F)F)c1 | -3.2% | -8.9%
CCOc1ccc2c(c1)cc(C(=O)Nc1ccccc1OC)n2C | -3.6% | 4.0%
CSc1ccc(-c2c/c(=N\c3nc(-c4ccccc4)c(C)s3)c3ccccc3o2)cc1 | 4.5% | 10.2%
CCCCNC(=O)CN1C(=O)COc2ccc(S(=O)(=O)N3CCCCCC3)cc21 | 3.3% | 0.6%
O=C(CCc1c[nH]c2ccccc12)NCc1ccc(Cl)cc1 | 7.4% | -2.5%
O=C(NCC(c1ccc2c(c1)OCO2)N1CCOCC1)C(=O)Nc1cccc(Cl)c1 (centres undefined) | -0.8%[57.5 µM] | 2.0%
O=C(Cn1cccc(C(F)(F)F)c1=O)Nc1cccc(OC(F)(F)F)c1 | 3.6% | 9.0%
CCNc1c(NC(=O)Nc2ccccc2C(F)(F)F)c(=O)oc2ccccc12 | 39.0%[activator] | -0.4%
O=C(O)c1cnc(/C=C/c2cc(Cl)c3c(c2)OCCCO3)s1 | 0.4% | -2.5%
COc1cccc(C(=O)N2CCC(N3CCN(Cc4ccc(F)cc4)C(=O)C3=O)CC2)c1 | 3.9% | 12.9%
Cc1ccc(SCC(=O)NC(C)(C#N)C2CC2)cc1C (centres undefined) | -2.0% | -4.7%
COc1cc(OC)c(NC(=O)C(Cc2ccccc2)NS(=O)(=O)c2cccc3nsnc23)cc1Cl (centres undefined) | -4.4% | -2.1%
COCc1nc(-c2ccc3c(c2)OCCCO3)cs1 | 3.0% | -4.3%
CC(=O)c1ccc(NC(=O)COc2ccccc2-c2nc(C(C)C)no2)cc1 | 0.9% | 2.9%
Cc1cccn2c(=O)cc(CSc3nnc(NC(=O)c4ccc(F)cc4)s3)nc12 | -4.5% | -7.5%
CCc1ccc(/C=C(\C#N)C(=O)Nc2sc(C(=O)N(C)C)c(C)c2C#N)s1 | 6.1% | 17.5%
O=C(Nc1ccc(F)cc1F)c1cc(-c2ccc(Cl)cc2)on1 | ? | 12.2%
Cc1cccc(NC(=O)CSc2nnc3[nH]c(=O)cc(-c4ccccc4)n23)c1C | 1.6% | -29.3%
CCOC(=O)c1ccc(OCC2CCCO2)cc1 (centres undefined) | -5.0% | 0.0%
CCCCC(CC)C(=O)NCCCCCCCCNC(=O)C(CC)CCCC (centres undefined) | -0.7% | 2.5%
CCc1ccccc1NC(=O)CCn1nc(C)c2c(C)n(-c3ccccc3)nc2c1=O | -4.1% | -15.2%
Cc1ccc(-c2nc3ccc(Cl)cn3c2Nc2ccc3c(c2)OCCO3)o1 | -9.1% | 1.3%
CC(=O)Nc1ccc(/C=C/C(=O)C23CC4CC(CC(C4)C2)C3)cc1 | -1.7% | -11.7%
CC(NC(=O)c1cc(-c2ccco2)nc2ccccc12)c1ccccc1 (centres undefined) | 10.9% | 1.2%
O=C(OCc1cccc(Br)c1)c1cccc(O)c1 | 4.0% | 1.7%
CC(C)c1ccc(S(=O)(=O)NCC(c2cccs2)N(C)C)cc1 (centres undefined) | 0.2% | 0.0%
O=C(Cn1cc(S(=O)(=O)c2ccc(Cl)cc2)c(=O)c2ccccc21)Nc1ccc2c(c1)OCO2 | 3.2% | 29.2%
CCC(=O)N1CCc2cc(S(=O)(=O)NCCC(=O)Nc3cccc(C)c3C)ccc21 | -10.7% | -25.5%
O=C(CCc1ncc(-c2ccc(Cl)cc2)o1)Nc1ccccc1O | -6.0% | -6.3%
CN(CC(=O)Nc1ccccc1C(F)(F)F)C(=O)CSc1nccn1-c1cccc(F)c1 | -11.0% | 5.2%
COc1ccccc1C(=O)Nc1c(C(=O)N(C)Cc2ccccc2)sc2nc(C)c(Cl)c(C)c12 | 5.8% | ?
N#CCc1c(C#N)c(N)nc(NCc2ccccc2)c1C#N | -6.7% | ?
Cc1cc(C(=O)COC(=O)c2ccco2)c(C)n1Cc1ccccc1 | -2.4% | -10.1%
COc1cccc(C2(CC#N)CCOC(C)(C)C2)c1 (centres undefined) | 4.7% | -3.4%
Cc1ccc(C)c(S(=O)(=O)c2cn(Cc3ccccc3)c3cc(F)c(F)cc3c2=O)c1 | -11.2% | -27.9%
CSc1cccc(NC(=O)/C=C/c2cccc(F)c2)c1 | -9.4% | -19.3%
O=C(CN1C(=O)C2CCCCN2c2ccc(C(=O)N3CCCC3)cc21)NCc1ccccc1F (centres undefined) | 0.6% | -13.5%
CNCCNS(=O)(=O)c1cccc2cnccc12 | -0.4% | 4.7%
Cc1ccc(NC(=O)C(=O)NCC(c2cccnc2)N2CCc3ccccc32)cc1Cl (centres undefined) | -5.2% | -1.3%
CCn1cc(C(=O)NC2CCN(S(C)(=O)=O)CC2)c2ccccc21 | -1.0% | -8.7%
Cc1[nH]c2ccccc2c1C(=O)C(C)OC(=O)c1ccc(F)cc1F (centres undefined) | 3.0% | -7.3%
O=C(COc1ccccc1Cl)Nc1ccc(OCc2cc(=O)n3ccsc3n2)cc1 | -2.3% | -5.4%
Cc1nc2cc(F)ccc2cc1C(=O)N(C)CC1COc2ccccc2O1 (centres undefined) | -5.8% | 0.0%
CNC(=O)C1CCN(C(=O)N2CC(C)Oc3ccc(C)cc32)CC1 (centres undefined) | 10.9% | -9.9%
COc1cc(Br)c(/C=C(\C#N)c2nc3ccccc3[nH]2)cc1OC | -2.4%&-5.1% | 20.3%&61.3%
Cc1cccc(Oc2ccc(S(=O)(=O)N3CCCCC3)cc2NCC(=O)Nc2cc(C)on2)c1 | -11.7% | -7.0%

(further entries)
SMILES | UDG counterscr | AID inh
Cc1cccc(NC(=O)C2CCCN2S(=O)(=O)c2ccc3c(c2)n(C)c(=O)c(=O)n3C)c1 (centres undefined) | 2.2% | 1.4%
Cc1oc(-c2ccc(C(=O)NC(C)c3ccccc3)cc2)nc1CS(=O)(=O)c1ccccc1 (centres undefined) | -10.6%[57.5 µM] | -0.7%[57.5 µM]
CS(=O)(=O)/C(C#N)=C\c1ccc(-c2ccccc2)cc1 | 2.3% | ?
COc1ccc(NC(=O)CSc2nc(N3CCOCC3)c3c(c2C#N)CC(C)(C)OC3)cc1 | 5.1% | 4.5%
N#Cc1nc(-c2cccc(Cl)c2)oc1NCCCn1ccnc1 | -17.4% | -12.7%
CCOC(=O)c1[nH]c(C)c(CCC(=O)Nc2cccc(C(F)(F)F)c2)c1C | -2.8% | -13.5%
CN(CCOc1ccccc1F)Cc1nc(N)nc(N(C)C)n1 | -20.4% | -8.5%
Cc1ccc(C)c(NC(=O)CSc2nc3ccccc3nc2N2CCOCC2)c1 | -27.2% | 3.9%
CC(Sc1c(Cl)cccc1Cl)C(=O)c1ccc2c(c1)CCC2 (centres undefined) | -6.3% | -3.5%
COc1cccc(CNc2nc3ccccc3nc2C(=O)OCC(C)C)c1 | 1.6% | 1.6%
CCOc1ccc(CCNC(=O)CN(c2ccc(C)cc2)S(=O)(=O)N(C)C)cc1OCC | -2.0% | -9.5%
COc1ccc(C)cc1B(O)O | -3.5% | 0.8%
Cc1ccc(-n2nnnc2SCC(=O)N(C)c2ccccc2C(=O)NCc2ccco2)cc1C | -5.2% | -17.5%
Cc1cc(Cl)ccc1OCC(=O)N(Cc1sccc1C)C1CCS(=O)(=O)C1 (centres undefined) | -8.1% | -9.2%
CCN(Cc1nc(-c2ccc(OC)cc2)oc1C)S(=O)(=O)c1ccc(Cl)cc1 | -5.5% | -20.3%
CCCCc1ccc(NC(=S)NCCCO)cc1 | -9.1% | -6.4%
Cc1cc2nn(-c3ccc(F)cc3)nc2cc1NC(=O)c1cccc2ccccc12 | 5.1% | -10.2%
COc1ccc(CNC(=O)Cc2csc3nc(-c4ccc(F)cc4)cn23)cc1 | 11.7% | 10.8%

These rows are one share of the data; the hit share may differ from the screen's.
